Bioassay records deposited in PubChem by Fisher Drug Discovery Resource Center.
NPYLR7 ag – activates Aedes aegypti NPYLR7 receptor. HEK293T NPYLR7/Galpha15, GCaMP6s calcium fluorescence. activation, % at 10 µM. 270,000 compounds, 0.15% hits. AID 1259423; in the data active = activation above about 40%;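 also: 0% = vehicle and 100% = reference agonist at the receptor; some compounds past the cut are filed as inactive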
hcGAS lum – inhibitors of human cGAS | recombinant h-cGAS, ATP depletion, Kinase-Glo luminescence | inhibition, % at 12.5 µM | 290,000 compounds, 0.081% hits | AID 1259398;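 also: 0% = vehicle reaction and 100% = reaction without DNA for no activity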
Target sequence (Q8N884 whole entry, looked up): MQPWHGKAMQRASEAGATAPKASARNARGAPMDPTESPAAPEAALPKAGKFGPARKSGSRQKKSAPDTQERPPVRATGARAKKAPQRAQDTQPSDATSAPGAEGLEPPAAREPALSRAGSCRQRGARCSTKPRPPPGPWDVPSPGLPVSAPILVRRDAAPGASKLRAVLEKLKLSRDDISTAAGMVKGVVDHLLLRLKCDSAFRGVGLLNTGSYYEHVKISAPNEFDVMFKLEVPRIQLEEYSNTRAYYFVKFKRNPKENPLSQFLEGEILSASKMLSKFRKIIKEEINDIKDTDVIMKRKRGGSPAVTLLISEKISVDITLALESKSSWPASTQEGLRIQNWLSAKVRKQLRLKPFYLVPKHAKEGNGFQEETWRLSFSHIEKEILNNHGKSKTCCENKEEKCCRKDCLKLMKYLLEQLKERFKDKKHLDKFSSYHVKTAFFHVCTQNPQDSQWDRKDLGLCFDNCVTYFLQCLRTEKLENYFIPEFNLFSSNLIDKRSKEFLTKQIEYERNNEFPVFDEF
mcGAS lum – inhibitors of mouse cGAS; recombinant cGAS, Kinase-Glo ATP depletion luminescence; Q8C6L5; AID 1259399; 160,000 compounds, 0.15% hits; inhibition, % at 12.5 µM;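 also: 0% = negative control wells and 100% = reference inhibitor with no enzyme activity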
Starred values were filed as active, the others as inactive; nt = not tested or not shown; & = joins results of further samples. Rule as the data show it, unless noted: active = inhibition above about 40%; inactive = the rest.

compound | NPYLR7 ag | hcGAS lum | mcGAS lum
Cc1cc(C)nc(-n2nc(C)c3c2CC(c2cccs2)CC3=O)n1 (configuration not stated) | 1 | -2 | nt
Cc1nc2ccc(Cl)cn2c(=O)c1NC(=O)c1ccc(Br)o1 | 4 | -14 | nt
Cc1ccc(-n2c(C)nn(CN3CCN(c4cccc(C)c4)CC3)c2=S)cc1 | 3 | -4 | nt
CCC(C)C(NC(=O)Nc1ccc(F)c(F)c1)C(=O)Nc1nnc(-c2cccc(OC)c2)s1 (configuration not stated) | -3 | -18 | -5
Oc1cccc(CCC2CCCCN2Cc2nc(-c3ccccc3)no2)c1 (configuration not stated) | -7 | 7 | nt
O=C(NCCc1ccccc1)c1ccc(OC2CCN(C(=O)c3ccoc3)CC2)cc1 | 17 | 1 | -6
CCc1cccc(CC)c1NC(=O)CCn1cnc2sc3c(c2c1=O)CCCC3 | 1 | -3 | -5
Cc1cnccc1CN(C)C(=O)c1ccccc1-c1ncc[nH]1 | 1 | -2 | -19
O=S(=O)(NCc1ccccc1)NCc1csc(N2CCCC2)n1 | 1 | -4 | nt
CCc1nc2c(OCc3ccc(Cl)cc3)cccn2c1N(C)C(=O)c1ccncc1 | -5 | -10 | -6
CCOc1ccc(OCC)c(NS(=O)(=O)c2cnc[nH]2)c1 | 0 | 5 | nt
O=S(=O)(/C=C/c1ccccc1)N1CCN(c2ccc3nnc(-c4ccco4)n3n2)CC1 | 4 | -2 | -6
Cc1ncsc1CCN(C)Cc1ccc(-n2ccnc2)cc1 | 6 | 1 | -10
COc1ccc(C(=O)Nc2c(N)nc(SCc3cc(C)ccc3C)[nH]c2=O)cc1 | -5 | 5 | -1
Cc1ccccc1-n1nnnc1SC(C)C(=O)NC(=O)NCC(C)C (configuration not stated) | -8 | -4 | nt
COc1ccc(-c2ccc(=O)n(CCNS(=O)(=O)c3cc(C)c(C)cc3OC)n2)cc1 | -2 | -6 | -9
CCOC(=O)N1CCN(C(=O)c2cc(-c3ccccc3)nn2-c2ccc(F)cc2)CC1 | -13 | -7 | 0
CC1=[N+](C)c2ccc(N)cc2C1(C)C | 1 | 2 | nt
FCOC(C(F)(F)F)C(F)(F)F | -16 | 2 | nt
CC(C)(C)c1ccc(N=Nc2c(O)[nH]c3ccc([N+](=O)[O-])cc23)cc1 | 14 | -3 | -7
Cc1cc(C)cc(CSc2nnc(NC(=O)c3ccccc3C)s2)c1 | -4 | 0 | 0
Cc1cc2nc(CN3CCC(O)(CO)CC3)cc(=O)n2[nH]1 | 0 | -10 | -13
C=CCN(C(=O)c1cc(C)c(C)s1)C(C)C | -6 | -5 | nt
CN(CC(=O)Nc1ccc(Cl)cc1)C(=O)CSC1=NCCS1 | 11 | -6 | nt
COc1cccc(CSc2nnc(CNC(=O)Nc3cc(OC)cc(OC)c3)n2-c2ccc([N+](=O)[O-])cc2)c1 | 22 | -10 | -4
O=C(CNC(=O)c1ccc(F)cc1)N=Nc1c(O)n(CCc2ccccc2)c2ccccc12 | 0 | 0 | -4
Cc1nn(Cc2ccccc2)c(Cl)c1CN1CCNC(=O)C1 | -3 | -4 | -8
CCOC(=O)C1(NC(=O)Cc2csc(C)n2)CCC1 | 5 | -1 | -12
O=C(CSc1nc(=O)n(Cc2ccco2)c2c1CCCC2)Nc1ccccc1 | -5 | -5 | -8
O=C(C=c1[nH]c(=O)c(=Cc2ccccc2)s1)c1cccc(Cl)c1 | 22 | 1 | nt
CCc1c(C)c(C(=O)Nc2ccc(OC)cc2)n(Cc2cccc(C)c2)c1C | -3 | -5 | -5
COCCN(CC(=O)N(CCc1c[nH]c2ccccc12)Cc1ccc(OC)c(OC)c1)C(=O)c1cccc(Br)c1 | 11 | -4 | -6
CCc1nn(CCCC(=O)NC(C)CC)c(=O)c2cc3occc3n12 (configuration not stated) | 0 | 6 | 1
COCCCNC(=O)C(C1CCCC1)N1CCN(C(=O)c2cccc(C)c2)CC1 (configuration not stated) | -7 | -4 | -4
Cc1nn(C)c2ncc(C(=O)N3CCN(Cc4cc(=O)c(OCc5ccccc5Cl)co4)CC3)c(Cl)c12 | 0 | -3 | -6
Cc1ccc(N=c2oc3ccc(Cl)cc3cc2C(N)=O)cc1 | 4 | 3 | 0
COc1ccc(COC(=O)C2=C(C)NC(=O)NC2c2ccccc2OC)cc1 (configuration not stated) | -1 | 1 | nt
Cc1cc(C)n2nc(SCc3cc(=O)oc4cc5c(cc34)CCC5)nc2n1 | 1 | -4 | nt
CCC(=O)Nc1c(Cl)cc(S(N)(=O)=O)cc1Cl | 6 | -9 | nt
CC(=O)Nc1cccc(NS(=O)(=O)c2cn(C)c(=O)n(C)c2=O)c1 | 1 | -8 | -7
CSc1[nH]c(=O)c(C(=O)Nc2ccsc2)cc1C#N | -3 | 0 | 2
O=C(NC1CCCN(C(=O)C2CC2)C1)c1ccc(Cl)cn1 (configuration not stated) | -7 | -3 | nt
Cc1cc(N2CCN(CCO)CC2)n2nc(C(F)(F)F)c(-c3ccccc3Cl)c2n1 | -3 | 0 | 0
COc1ccc(N2CCn3c2nc2c3c(=O)n(CCC(C)C)c(=O)n2C)cc1 | 4 | -6 | nt
CC(C)c1noc(C(C)NC(=O)c2cc3ccccc3n2C)n1 (configuration not stated) | -2 | -7 | nt
CCOc1ccccc1CCNC(=O)c1cc2n(n1)CCN(C)C2 | 9 | -2 | nt
CCOC(=O)c1c(NC(=O)c2cc(OC)c(OC)c(OC)c2)sc2c1CCCC2 | 27 | -7 | -8
CC1CNC(=O)CCN1Cc1cn[nH]c1-c1ccc(F)cc1 (configuration not stated) | -1 | -2 | nt
CCc1noc(C)c1C(=O)OCC(=O)NC(=O)NC1CCCC1 | -2 | -4 | nt
O=C(c1c(F)cccc1C(F)(F)F)N1CCC(CCc2ccc3c(c2)OCO3)CC1 | 0 | -8 | -8
COc1ccc(C2CC(=O)C3C(=Nc4ccccc4NC3c3c(F)cccc3F)C2)cc1 (configuration not stated) | 1 | -5 | -6
CCOC(=O)C(C)CNC(=O)c1nccn1C (configuration not stated) | 28 | -14 | nt
CCCN(CC(=O)Nc1cc(-c2ccccc2)nn1-c1ccccc1Cl)C(=O)c1cc(C(F)(F)F)cc(C(F)(F)F)c1 | 18 | -1 | -5
CC(=O)N1CCC[C@H]1C(=O)N1CCC(c2ccccc2)CC1 | 3 | -2 | nt
CC(NC(=O)CS(=O)C/C=C/c1ccccc1)c1ccc(F)cc1F (configuration not stated) | 0 | -4 | nt
CCN(CCN1CCOCC1)Cc1cccc2c1OCO2 | 11 | -7 | nt
COc1cccc(NC(=O)CCc2sc(C)nc2-c2cccs2)c1 | nt | -5 | -5
N#CC1(c2ccccc2)CCN(C(=O)C2CCCCC2C(=O)NC2CCN(Cc3ccccc3)C2)CC1 (configuration not stated) | -7 | -5 | -4
O=C(Cn1cc(C(F)(F)F)cc(Cl)c1=O)C12CC3CC(CC(C3)C1)C2 | 1 | -10 | nt
CCC(=O)NC(=S)Nc1ccc(C(=O)NC(C)(C)C)cc1 | -4 | 9 | nt

Quoted from the listing.
`CCc1noc(C)c1C(=O)OCC(=O)NC(=O)NC1CCCC1` | NPYLR7 ag = -2
`CCOC(=O)C(C)CNC(=O)c1nccn1C` (configuration not stated) | NPYLR7 ag = 28
`O=C(Cn1cc(C(F)(F)F)cc(Cl)c1=O)C12CC3CC(CC(C3)C1)C2` | NPYLR7 ag = 1
`O=C(c1c(F)cccc1C(F)(F)F)N1CCC(CCc2ccc3c(c2)OCO3)CC1` | mcGAS lum = -8
`CCC(=O)NC(=S)Nc1ccc(C(=O)NC(C)(C)C)cc1` | NPYLR7 ag = -4
`N#CC1(c2ccccc2)CCN(C(=O)C2CCCCC2C(=O)NC2CCN(Cc3ccccc3)C2)CC1` (configuration not stated) | NPYLR7 ag = -7
`CC(=O)N1CCC[C@H]1C(=O)N1CCC(c2ccccc2)CC1` | NPYLR7 ag = 3

Reformatted with two lines to a compound: entries from further up
Order of values – NPYLR7 ag, hcGAS lum, mcGAS lum
> Cc1cc(C)nc(-n2nc(C)c3c2CC(c2cccs2)CC3=O)n1 (configuration not stated)
 : 1, -2, nt
> COc1ccc(N2CCn3c2nc2c3c(=O)n(CCC(C)C)c(=O)n2C)cc1
 : 4, -6, nt

More compounds.
compound | NPYLR7 ag | hcGAS lum | mcGAS lum
COCc1nc(-c2cccc(CN3CCN(C(C)=O)CC3)c2)no1 | 1 | -4 | -7
CCC(C)NC(=O)CNc1ccccc1I (configuration not stated) | -2 | -3 | nt
CCOC(=O)N1CCC(NC(c2cccnc2)c2ccc(C)c(C)c2)CC1 (configuration not stated) | nt | -11 | -10
Cc1[nH]c2ccccc2c1N=Nc1ccc(SC(F)F)cc1 | 0 | -8 | nt
CC(C)c1ccc(CC(=O)N2CCC2(C)C(=O)NS(=O)(=O)c2ccc(C(C)(C)C)cc2)cc1 (configuration not stated) | 4 | -6 | nt
O=C(NCCn1ncc2c(=O)n(Cc3ccc(Br)cc3)cnc21)c1ccc2c(c1)OCO2 | -3 | -6 | -9
Cc1cc(C)n(-c2cc(NCCNC(=O)Nc3cccc(C(F)(F)F)c3)ncn2)n1 | -5 | -2 | -5
Cc1cc(Oc2ccnc3cc(Cl)ccc23)c(C(C)C)cc1Cl | 7 | -5 | nt
COc1ccc(OC)c(NC(=O)CC(=O)N2C[C@H]3CC[C@H]2C3)c1 | -1 | -6 | nt
Cc1c(-c2ccccc2)[nH]c2c(CNC(=O)CC3CCC(=O)N3)cc(Cl)cc12 (configuration not stated) | 3 | -1 | nt
Cc1ccc(NC(=O)CN2CCC(C(=O)N3CCCC3)CC2)c(F)c1 | 6 | -13 | -7
O=C(NCC1CCCN(C2CCCCC2)C1)C1(c2ccc(Cl)cc2)CC1 (configuration not stated) | 12 | -11 | nt
CCCCN(Cc1cccn1C)C(=O)CN(CCCOCC)C(=O)c1cccc(OC)c1 | 16 | -12 | -4
O=C(COc1ccc(Cl)cc1Cl)NNC(=O)c1ccncc1 | -9 | 5 | 10
COc1ccc(OC)c(S(=O)(=O)N2CCN(c3ncccc3NC(=O)c3ccc4c(c3)OCO4)CC2)c1 | 18 | -6 | -7
CC(=O)OCC(=O)N1CC(=O)N2CCc3c(F)cccc3C2C1 (configuration not stated) | -1 | -8 | -8
CCc1nnc(NC(=O)CSc2ccc(-c3sc(-c4cccs4)nc3C)nn2)s1 | 12 | -2 | -7
O=C(COCc1ccccc1)N(CCCN1CCOCC1)CC(=O)N(Cc1ccccc1)Cc1ccco1 | -4 | -7 | -5
COc1cccc(-c2cc(Cn3cc4ncccc4c3O)no2)c1 | 2 | 0 | nt
COc1ccc(C)nc1NC(=O)CCc1ccsc1 | -3 | -2 | nt
Cc1nc2ccccn2c(=O)c1NC(=O)c1ccccc1F | 3 | -12 | nt
CC(C)(C)NC(=O)N(Cc1ccc(F)cc1F)CC1CC(c2cccc(F)c2)=NO1 (configuration not stated) | 15 | -3 | -6
c1nc(NC2CCCCC2)c2c3c(sc2n1)CCCC3 | 0 | -3 | nt
CN(C)CCCn1c2c(c(SCC(=O)Nc3cccc4ccccc34)nc1=O)CCC2 | 7 | -2 | -6
CCN(C(=O)c1occc1C)C(Cc1ccc(F)cc1)C(C)C (configuration not stated) | 5 | -15 | nt
CC(C)C(=O)NNS(=O)(=O)c1cc(F)cc(F)c1 | 5 | -4 | nt
Cc1nn(-c2ccc(N3CCOCC3)nn2)c2c1C(c1ccc(OCc3ccccc3)cc1)CC(=O)N2 (configuration not stated) | 0 | -5 | nt
CCN1C(=O)C(=Cc2c(N3CCCC3)nc3c(C)cccn3c2=O)SC1=S | 7 | -8 | nt
COc1ccc(-c2nnc3ccc(SCC(=O)N4CCCCCC4)nn23)cc1 | 10 | -6 | -8
O=C(CCC1CCN(C(=O)C2=CCCC2)CC1)NCc1ccc(F)cc1 | 9&17 | -3&-11 | nt
Clc1nc2ccccc2cc1/C=N\Nc1nc(-c2ccccc2)c2cc(Br)ccc2n1 | -6 | 7 | -2
CCOc1cccc(CN(Cc2cccnc2)CC2CCCN(C3CCCCC3)C2)c1O (configuration not stated) | 0 | 1 | nt
O=C(Nc1cc([N+](=O)[O-])ccc1O)NC1CCS(=O)(=O)C1 (configuration not stated) | -3 | -4 | nt
CCCCC(=O)N1CCN(c2ccc(Nc3ccncc3)nn2)CC1 | 7 | -8 | nt
Cc1cccc(NCC(=O)N(C)C(C)c2ccc(F)cc2)c1C(N)=O (configuration not stated) | 1 | -9 | nt
O[C@@H]1CN(c2cc(N3CCOCC3)ncn2)CC[C@H]1c1ccc2ccccc2c1 | -4 | -2 | 1
C=CCc1cccc(Cl)c1OCCON1C(=O)CCC1=O | 0 | -18 | -7
COC(=O)C1=C(C)N=c2s/c(=C/c3ccc(C)cc3)c(=O)n2C1c1ccccc1Cl (configuration not stated) | -4 | 1 | -2
Cc1ccc(/C=C/S(=O)(=O)NC2CC(=O)N(C)C2)cc1 (configuration not stated) | -1 | -14 | nt
CCOC(=O)C1CCN(C(=O)C2CCCN(c3nc4ccccc4n3C3CCCC3)C2)CC1 (configuration not stated) | nt | 6 | 2
Cc1cc(C)c2nc(N(Cc3ccco3)C(=O)c3cc(C)no3)sc2c1 | 0 | -4 | -5
CCOC(=O)c1cc(-c2ccc(N3CCN(C(=O)c4cccnc4SC)CC3)cc2)n(-c2ccccc2OC)n1 | 4 | -5 | -6
CN1CCN(Cc2nccn2CC(F)(F)F)c2ccccc21 | 1 | -5 | nt
Cn1c(=O)n(CC(=O)N2CCN(S(=O)(=O)c3ccccc3)CC2)c2ccccc21 | 7 | 7 | 2

Profiles, quoted from the list.
CCOC(=O)c1cc(-c2ccc(N3CCN(C(=O)c4cccnc4SC)CC3)cc2)n(-c2ccccc2OC)n1 as listed: NPYLR7 ag: 4; hcGAS lum: -5; mcGAS lum: -6
Cc1ccc(/C=C/S(=O)(=O)NC2CC(=O)N(C)C2)cc1 (configuration not stated) as listed: NPYLR7 ag: -1; hcGAS lum: -14; mcGAS lum: nt
CCOC(=O)C1CCN(C(=O)C2CCCN(c3nc4ccccc4n3C3CCCC3)C2)CC1 (configuration not stated) as listed: NPYLR7 ag: nt; hcGAS lum: 6; mcGAS lum: 2
